Screening data from PubChem.
A3G deaminase: APOBEC3G DNA deaminase inhibitors, primary screen, biochemical, fluorescence, single-stranded DNA substrate, uHTS. recombinant A3G, ssDNA deamination FAM/TAMRA fluorescence. inhibition, % at 20 µM. hit rate 0.28% among 330,000. AID 493012, 2011;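 active means inhibition of at least 40% at 20 µM, with no more than 30% in the related APOBEC3A deaminase screen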;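 further: plate controls were DMSO wells with A3G for no effect and wells lacking A3G enzyme for full effect; some compounds called inactive have numbers as strong as hits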
CXCR6 block: CXCR6 receptor inhibitors, primary screen, cell-based, beta-arrestin, luminescence, CHO-K1 PathHunter, 1536-well; hit rate 0.36% among 360,000; C-X-C chemokine receptor type 6 (Homo sapiens), O00574; inhibition, % at 20 µM; in the data active means inhibition above about 34%, passing the limit was not always enough;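 further: antagonist mode with CXCL16 agonist at 10 nM final; 0% = 10 nM CXCL16 with DMSO and 100% = unstimulated wells without agonist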
Target sequence (O00574 whole entry, looked up): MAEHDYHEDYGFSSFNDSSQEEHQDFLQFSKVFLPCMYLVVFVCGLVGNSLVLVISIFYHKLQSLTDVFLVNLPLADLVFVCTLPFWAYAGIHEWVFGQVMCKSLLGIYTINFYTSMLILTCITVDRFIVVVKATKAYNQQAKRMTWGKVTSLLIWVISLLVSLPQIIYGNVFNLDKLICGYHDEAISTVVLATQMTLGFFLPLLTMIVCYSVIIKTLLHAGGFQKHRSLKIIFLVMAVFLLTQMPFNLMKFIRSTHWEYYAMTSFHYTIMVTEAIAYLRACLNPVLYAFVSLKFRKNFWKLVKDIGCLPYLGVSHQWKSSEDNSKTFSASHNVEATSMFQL
GRIN3A LBD mod: binders of NR3A ligand-binding domain, primary screen, biophysical, differential scanning fluorimetry, uHTS | AID 1259313, 2017 | Glutamate receptor ionotropic, NMDA 3A (GRIN3A) ligand-binding domain | hit rate 2.5% among 340,000 | Tm shift relative to glycine control, % at 25 µM | NR3A LBD differential scanning fluorimetry, Tm shift; 0% = protein alone, 100% = glycine-bound protein;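 active means melting temperature shift of at least 10% of the positive control shift, at one fixed dose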
MPTP inh: mitochondrial permeability transition pore inhibitors, primary screen, biochemical, isolated mouse mitochondria, absorbance. inhibition, % at 10 µM. hit rate 1.4% among 360,000. Ca2+ swelling absorbance, 30 min;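 active means inhibition of 50% or more, scaled per plate between neutral and stimulator controls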;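 further: 0% = DMSO wells given calcium and 100% = 1 mM EGTA wells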
Gli-Sufu block: Gli-Sufu pathway antagonists, primary screen, luciferase luminescence, Sufu-KO-LIGHT cells, uHTS; Sufu-KO-LIGHT fibroblasts, Gli luciferase reporter luminescence; AID 588413, 2011; hit rate 0.74% among 340,000; inhibition, % at 5 µM;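 active means inhibition above about 55%, limit read from the data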;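 further: 0% = DMSO-treated cells and 100% = wells with medium but no cells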
A3A deaminase: APOBEC3A ssDNA deaminase inhibitors, primary screen, selectivity assay for APOBEC3G inhibitor project, biochemical, FAM/TAMRA oligo cleavage fluorescence | DNA dC->dU-editing enzyme APOBEC-3A (Homo sapiens), P31941 | recombinant A3A, FAM/TAMRA ssDNA deamination fluorescence | inhibition, % at 20 µM | hit rate 0.41% among 330,000;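 active means at least 40% inhibition at 20 µM here, with at most 30% in a related deaminase screen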;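 further: plate controls were A3A with DMSO for no effect and wells lacking A3A enzyme for full effect; some results filed as inactive read as strong as hits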
Target sequence (P31941 whole entry, looked up): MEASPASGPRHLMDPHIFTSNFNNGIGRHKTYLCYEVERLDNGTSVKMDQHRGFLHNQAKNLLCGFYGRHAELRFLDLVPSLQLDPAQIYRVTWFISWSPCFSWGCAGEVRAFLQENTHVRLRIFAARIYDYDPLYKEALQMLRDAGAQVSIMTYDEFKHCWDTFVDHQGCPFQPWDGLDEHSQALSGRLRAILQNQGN
CCR6 antagonist: CCR6 receptor antagonists, primary screen, cell-based, CHO-K1, luminescence, beta-arrestin, uHTS | C-C chemokine receptor type 6 (Homo sapiens), P51684 | CHO-K1 CCR6 PathHunter beta-arrestin, CCL20-stimulated | hit rate 0.49% among 340,000 | inhibition, % at 20 µM | AID 493098, 2011;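 active means compounds whose inhibition of the agonist-driven luminescence signal at 20 µM reaches about 50%, limit read from the data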;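 further: cells stimulated with CCL20 at 14 nM final; plate controls were DMSO with CCL20 for no effect and DMSO without agonist for full effect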
Target sequence (P51684 whole entry, looked up): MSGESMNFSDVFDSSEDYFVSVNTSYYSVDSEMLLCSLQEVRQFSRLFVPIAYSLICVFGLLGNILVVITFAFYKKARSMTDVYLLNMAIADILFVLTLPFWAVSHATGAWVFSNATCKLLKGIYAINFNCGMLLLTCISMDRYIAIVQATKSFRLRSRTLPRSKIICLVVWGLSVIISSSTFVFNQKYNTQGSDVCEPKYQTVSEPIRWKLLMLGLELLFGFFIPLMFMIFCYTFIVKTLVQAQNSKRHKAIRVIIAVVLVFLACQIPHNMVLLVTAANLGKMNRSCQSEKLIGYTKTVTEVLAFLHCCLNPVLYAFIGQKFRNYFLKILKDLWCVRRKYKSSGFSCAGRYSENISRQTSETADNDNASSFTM
EBI2 antag: EBI2 receptor antagonists, beta-arrestin recruitment, primary screen, cell-based, luminescence, 7a,25-OHC stimulation, uHTS; 7a,25-OHC stimulated; inhibition, % at 5 µM; hit rate 0.81% among 360,000; in the data active means inhibition above about 38%;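 further: enzyme fragment complementation signal reports receptor beta-arrestin coupling in cells; 0% = agonist plus DMSO wells and 100% = wells without agonist; some results beyond the cut were filed as inactive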
Starred values were filed as active, the others as inactive; . = not tested or not shown.

structure	EBI2 antag	CCR6 antagonist	GRIN3A LBD mod	MPTP inh	Gli-Sufu block	CXCR6 block	A3G deaminase	A3A deaminase
CSc1nc2ccccc2n1Cc1c(Cl)cccc1Cl	-2	2	-4	2.0	19	-5	-1	3
CN(C)c1ccc(CN(C(=O)COc2ccccc2)C2CCS(=O)(=O)C2)cc1 (centres undefined)	3	-12	-3	-0.8	-11	1	-4	-2
CCn1nnc2c(=O)oc3ccccc3c21	-16	3	-1	0.6	-12	-1	-3	3
CC(OC(=O)/C=C/c1cccc(F)c1)C(=O)NC1CCCCC1C (centres undefined)	2	16	3	-0.7	-3	9	-8	-2
COc1ccc(NC(=O)C2CCCCC2)cc1S(=O)(=O)N1CCOCC1	2	6	0	1.7	7	7	2	0
CN(CC(=O)Nc1ccc(F)cc1[N+](=O)[O-])C1CCS(=O)(=O)C1 (centres undefined)	-12	-5	3	-3.0	4	-4	-6	-3
CCNC(=S)N(Cc1ccco1)Cc1cc2cc3c(cc2[nH]c1=O)OCCO3	2	7	1	0.4	-4	0	-3	-3
CCCCN(C(=O)C(C)Oc1ccc(Cl)cc1)c1c(N)n(CCCC)c(=O)[nH]c1=O (centres undefined)	-14	10	-2	-0.2	8	-10	-7	24

Taken from above:
CCR6 antagonist with `CCCCN(C(=O)C(C)Oc1ccc(Cl)cc1)c1c(N)n(CCCC)c(=O)[nH]c1=O` (centres undefined) = 10
Gli-Sufu block with `CN(C)c1ccc(CN(C(=O)COc2ccccc2)C2CCS(=O)(=O)C2)cc1` (centres undefined) = -11

Ordered by SMILES length (largest number first): 3 of the compounds above
structure	EBI2 antag	CCR6 antagonist	GRIN3A LBD mod	MPTP inh	Gli-Sufu block	CXCR6 block	A3G deaminase	A3A deaminase
CCNC(=S)N(Cc1ccco1)Cc1cc2cc3c(cc2[nH]c1=O)OCCO3	2	7	1	0.4	-4	0	-3	-3
CSc1nc2ccccc2n1Cc1c(Cl)cccc1Cl	-2	2	-4	2.0	19	-5	-1	3
CCn1nnc2c(=O)oc3ccccc3c21	-16	3	-1	0.6	-12	-1	-3	3

Further compounds follow:
structure	EBI2 antag	CCR6 antagonist	GRIN3A LBD mod	MPTP inh	Gli-Sufu block	CXCR6 block	A3G deaminase	A3A deaminase
CC[C@@]1(C(=O)OC)N[C@H](CN(C)C(=O)Nc2ccccc2)[C@@H]2C(=O)N(C)C(=O)[C@@H]21	-6	-2	2	-0.6	1	-1	2	1
O=C(Nc1ccncc1)c1ccc2c(c1)C(=O)N(CC1CCCO1)C2=O (centres undefined)	-18	0	-5	6.5	7	-22	1	-4
CC1CCCCN1CC(O)COCCC12CC3CC(CC(C3)C1)C2 (centres undefined)	-1	15	-1	2.1	1	-1	-11	-1
COc1cc(/C=N\n2nnnc2N)ccc1OCc1ccc(F)cc1	-7	3	-4	-0.7	-2	3	-6	0
COc1ccc(OCCOc2ccc(/C=C3\C(=N)N4N=C(C)SC4=NC3=O)cc2)cc1	-2	11	1	1.7	-2	-2	-3	-1
CCc1nnc2n1N=C(c1ccc(OC)cc1)CS2	3	4	1	-1.5	-5	0	-1	-2
COCCNC(=S)N1CCC(NC(=O)C23CC4CC(CC(C4)C2)C3)CC1	5	-8	0	-2.3	3	6	1	1
CC(=O)c1c(C)[nH]c(C(=O)OCC(=O)NCc2ccc3c(c2)OCO3)c1C	-2	4	0	-2.0	7	-1	-7	-3

6 compounds from above, arranged by the value under A3A deaminase, smallest number first.
Structure | EBI2 antag | CCR6 antagonist | GRIN3A LBD mod | MPTP inh | CXCR6 block | A3G deaminase | A3A deaminase
O=C(Nc1ccncc1)c1ccc2c(c1)C(=O)N(CC1CCCO1)C2=O (centres undefined) | -18 | 0 | -5 | 6.5 | -22 | 1 | -4
CC(=O)c1c(C)[nH]c(C(=O)OCC(=O)NCc2ccc3c(c2)OCO3)c1C | -2 | 4 | 0 | -2.0 | -1 | -7 | -3
CCc1nnc2n1N=C(c1ccc(OC)cc1)CS2 | 3 | 4 | 1 | -1.5 | 0 | -1 | -2
CC1CCCCN1CC(O)COCCC12CC3CC(CC(C3)C1)C2 (centres undefined) | -1 | 15 | -1 | 2.1 | -1 | -11 | -1
CCn1nnc2c(=O)oc3ccccc3c21 | -16 | 3 | -1 | 0.6 | -1 | -3 | 3
CCCCN(C(=O)C(C)Oc1ccc(Cl)cc1)c1c(N)n(CCCC)c(=O)[nH]c1=O (centres undefined) | -14 | 10 | -2 | -0.2 | -10 | -7 | 24

(more compounds)
structure	EBI2 antag	CCR6 antagonist	GRIN3A LBD mod	MPTP inh	Gli-Sufu block	CXCR6 block	A3G deaminase	A3A deaminase
COc1cccc(CNC(=O)CCNC(=O)C2CCN(S(=O)(=O)c3ccc(F)cc3)CC2)c1	3	0	3	-3.0	5	-5	-6	-8
O=C(COc1ccc(Br)cc1)NCCCNC(=O)c1ccncc1	-17	-10	-19	1.0	9	-7	-2	0
COc1ccc(CN(C(=O)c2oc3cc(C)ccc3c2C)C2CCS(=O)(=O)C2)cc1OC (centres undefined)	10	9	3	-2.8	7	-4	-9	-1
O=C(O)c1cc(NCc2cccs2)ccc1N1CCOCC1	-12	-3	-2	-0.5	0	3	-1	-1
CCCc1nnc(NC(=O)CCS(=O)(=O)Cc2ccccc2)s1	-16	7	2	-1.6	8	-3	-10	-4
Cc1cccc(SCc2noc(C(=O)NCC3CCCO3)c2C(=O)O)c1 (centres undefined)	-19	12	0	-0.1	-4	1	-2	-5
COc1ccccc1OCCC(=O)OCC(=O)c1c(N)n(C)c(=O)n(C)c1=O	2	-8	0	2.6	.	0	-5	6
Cn1c(=O)c2c(nc(N3CCOCC3)n2C/C=C/c2ccccc2)n(C)c1=O	-2	10	-1	3.9	5	1	-3	-13

Going on with the list:
structure	EBI2 antag	CCR6 antagonist	GRIN3A LBD mod	MPTP inh	Gli-Sufu block	CXCR6 block	A3G deaminase	A3A deaminase
Cc1ccc(NC(=O)c2noc3c2CCCCC3)cc1	-4	-6	0	1.8	-56	7	-2	0
CN(C)S(=O)(=O)N1CCN(c2ccc([N+](=O)[O-])c(N3CCOCC3)c2)CC1	0	9	3	-0.3	0	-8	-2	-1
FC(F)Sc1ccc(NC2=NCCCCC2)cc1	7	11	0	-0.8	8	3	-4	3
CCn1c(SC(C)C)nnc1-c1cc(-c2ccccc2)sc1N	-4	13	0	7.5	23	4	-8	-3
CC(=O)c1ccc(Sc2ccccn2)c([N+](=O)[O-])c1	-9	-1	2	0.8	2	-4	-9	-4
Cc1cccc(-c2cc(C(=O)Nc3ccncc3)c3ccccc3n2)c1	-38	5	-21	2.2	-3	16	1	3
COc1ccccc1NC(=O)N1CCc2c([nH]c3ccccc23)C1C(F)(F)F (centres undefined)	-1	18	-6	1.9	2	-7	-4	2
CC(=O)c1cccc(NC(=O)NCc2ccccn2)c1	-3	1	-1	0.6	-29	10	-5	-9

Reprinted at random: 2 compounds from above
structure	EBI2 antag	CCR6 antagonist	GRIN3A LBD mod	MPTP inh	Gli-Sufu block	CXCR6 block	A3G deaminase	A3A deaminase
COc1ccccc1NC(=O)N1CCc2c([nH]c3ccccc23)C1C(F)(F)F (centres undefined)	-1	18	-6	1.9	2	-7	-4	2
CC(=O)c1cccc(NC(=O)NCc2ccccn2)c1	-3	1	-1	0.6	-29	10	-5	-9

(list continues)
structure	EBI2 antag	CCR6 antagonist	GRIN3A LBD mod	MPTP inh	Gli-Sufu block	CXCR6 block	A3G deaminase	A3A deaminase
Cc1cccc(N(Cc2cc3ccc(C)cc3[nH]c2=O)C(=O)c2ccco2)c1	-11	14	-3	2.6	6	3	-4	2
CCCC1(C)NC(=O)c2ccccc2O1 (centres undefined)	2	4	0	1.6	-1	1	-9	-2
COc1cccc2[nH]c(C(=O)NCCCN3CCCC3=O)cc12	7	8	-2	-0.6	10	1	0	3
COc1ccc(C2=CC(=O)CC(c3ccccc3)C2)cc1 (centres undefined)	26	15	-2	-0.5	20	9	-2	2
CCOc1ccccc1NC(=O)Cn1cnc2c(nnn2-c2cccc(OC)c2)c1=O	-8	12	-4	-1.6	11	6	-5	-3
Cc1csc(NC(=O)c2cccc(S(=O)(=O)N3CCCCC3)c2)n1	2	2	1	0.8	-1	-10	-6	-2
CC(=O)c1sc(-c2ccc(F)cc2)cc1NS(=O)(=O)c1ccc(C)cc1	-6	2	1	6.0	1	7	-3	2
COc1ccc2nc(NC(=O)CSc3nnc(-c4ccoc4C)n3C)sc2c1	-1	11	-1	-3.0	-60	-2	-1	3

Continued:
structure	EBI2 antag	CCR6 antagonist	GRIN3A LBD mod	MPTP inh	Gli-Sufu block	CXCR6 block	A3G deaminase	A3A deaminase
CC(=O)Nc1ccc(NC(=O)C(C)Oc2ccc(C)nc2[N+](=O)[O-])cc1 (centres undefined)	1	5	-1	-1.1	-1	0	-9	-4
c1ccc2cc3[nH]c(CN4CCCCC4)nc3cc2c1	20	0	-4	-1.2	-12	-7	-2	-1
COc1ccc2noc3c2c1C(=O)c1ccccc1-3	-21	-4	-364	2.3	-9	-2	-77	-78
Cc1cc(C)cc(C(=O)NN2CCOCC2)c1	0	2	7	-0.5	2	-4	-12	1
COc1ccccc1C(=O)NC(CCSC)C(=O)OC(C)C(=O)NC1CC1 (centres undefined)	10	5	1	-1.3	-13	0	-6	0
Cn1c(N)c(C(=O)c2cc(-c3ccccn3)nc3ccccc23)c(=O)[nH]c1=O	-1	-1	2	-0.4	-5	4	-3	1
O=C(O)c1ccc(Cl)c(NC(=O)C2CCCN2S(=O)(=O)c2cccc3nsnc23)c1 (centres undefined)	6	-1	1	1.5	1	1	-6	0
CSc1nc2ccccc2cc1/C=C(\C#N)c1ccccc1	9	21	19*	-2.6	5	1	-7	-1

The list continues.
structure	EBI2 antag	CCR6 antagonist	GRIN3A LBD mod	MPTP inh	Gli-Sufu block	CXCR6 block	A3G deaminase	A3A deaminase
Cc1ccccc1-c1nc(CS(=O)(=O)CC(=O)NC2CC2)c(C)o1	-11	7	-1	-0.5	5	-5	-4	1
CCc1ccc(/C(C)=N/NC(=O)CNC(=O)/C=C/c2ccco2)cc1	-10	8	0	2.1	3	13	65	39
Cc1ccc(-c2nc(C)sc2CC(=O)OCC(=O)Nc2ccc(F)c(Cl)c2)cc1	-3	14	2	7.1	-8	-5	-5	0
COc1cccc(N2CC(C(=O)NC3CCCCC3)CC2=O)c1 (centres undefined)	7	5	-1	-0.4	-19	-1	-4	-13
N#Cc1ccc(C2=CC(=O)C[C@H](c3ccc4c(c3)OCO4)C2)cc1	22	12	-2	-3.2	8	-3	-6	-1
Cc1ccc(NC(=O)Cn2ccc([N+](=O)[O-])n2)cc1C	-2	14	2	0.8	4	7	-11	8
CCn1nc(C)c(CN2CCC(n3nccc3NC(=O)CCCc3ccccc3)CC2)c1C	6	8	-4	-0.2	22	-2	-9	-3
